Compound activity from PubChem.
SK-BR-3 tox 24h = SK-BR-3 proliferation inhibitors. SK-BR-3 viability, CellTiter-Glo ATP luminescence, 24 h; stronger effect = lower value. viability, % at 10 µM. hit rate 0.47% among 41,000;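 active = viability at or below the median of all test compounds minus 3 SD, in both replicates if run twice, cut at about 45% in these data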;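 note: 100% = median untreated cell wells and 0% = median positive control drug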
* = called active by the depositor.

SMILES | SK-BR-3 tox 24h
CCOC(=O)C(CC)Sc1nnc2n1C(C)(C)Cc1ccccc1-2 (stereo not given) | 87
CC(C)C(OC(=O)c1ccco1)C(=O)NCc1cccs1 (stereo not given) | 93
CCOCCCNC(=O)C(c1ccc(C)cc1)N(Cc1ccc2c(c1)OCO2)C(=O)c1cnccn1 (stereo not given) | 94
O=c1c2[nH]c3ccccc3c2ncn1CCN1CCNCC1 | 93
CC(C)OC(=O)c1cc(NC(=O)C2C3CCC(O3)C2C(=O)O)cc(C(=O)OC(C)C)c1 (stereo not given) | 79
O=C(O)CCC(=O)OCC1CCCO1 (stereo not given) | 100
Cc1ccc(NS(=O)(=O)c2cn(C)cn2)cc1 | 89
Cc1cc(C)c2c(N)c(C(=O)N3CCN(c4ncccn4)CC3)sc2n1 | 82
COc1ccc(S(=O)(=O)N2Cc3ccccc3CC2C(=O)Nc2nccs2)cc1OC (stereo not given) | 93
COc1ccc(CCCc2nnc(SCC(=O)Nc3nc(C)cs3)n2C)cc1 | 84
COc1ccc(C2=C(O)C(C)N(c3ccccc3)C2=N)cc1OC (stereo not given) | 66
CCCCC(=O)Nc1ccc(N2CCN(C(=O)CC)CC2)cc1 | 89
Cc1ccc(Cn2ncc3c(N4CCN(c5ccc(C)cc5)CC4)ncnc32)cc1 | 71
CS(=O)(=O)N(CC(=O)N1CCOCC1)c1ccc2c(c1)OCO2 | 96
COc1ccc(NCc2ccc3c(c2)OCO3)cc1Cl | 80
CCOC(=O)CSc1nc2cc(C)ccc2cc1C#N | 85
CNC(=O)c1[nH]cnc1C(=O)Nc1cccc(OC)c1 | 92
COc1ccc2[nH]cc(C(=O)CN3CCN(C4CCCCC4)CC3)c2c1 | 79
COC(=O)c1ccc(C)c(N(CCO)CCO)c1 | 91
CCOc1ccccc1N1CC(O)=C(c2nc3ccccc3s2)C1=N | 81
COCCn1c(SCC(=O)Nc2cccc(C(=O)OC)c2)nc2ccccc2c1=O | 102
CC1(C)S[C@@H]2[C@H](NC(=O)[C@H](N)c3ccccc3)C(=O)N2[C@H]1C(=O)O | 84
O=C(Nc1cccnc1)c1ccc(COCC(F)(F)F)cc1 | 97
Cc1ccc(C)c(S(=O)(=O)NCc2ccc(C(=O)N3CCN(C)CC3)cc2)c1 | 96

Already shown: an excerpt of the list.
SMILES | SK-BR-3 tox 24h
Cc1ccc(Cn2ncc3c(N4CCN(c5ccc(C)cc5)CC4)ncnc32)cc1 | 71
CS(=O)(=O)N(CC(=O)N1CCOCC1)c1ccc2c(c1)OCO2 | 96
COc1ccc(NCc2ccc3c(c2)OCO3)cc1Cl | 80
CCOC(=O)CSc1nc2cc(C)ccc2cc1C#N | 85
CNC(=O)c1[nH]cnc1C(=O)Nc1cccc(OC)c1 | 92
COc1ccc2[nH]cc(C(=O)CN3CCN(C4CCCCC4)CC3)c2c1 | 79

(listing goes on)
SMILES | SK-BR-3 tox 24h
O=C(Nc1cc(N2CCOCC2)ncn1)NC1(C(F)(F)F)Oc2ccc(Cl)cc2O1 (stereo not given) | 85
Cc1ccc2c(c1)c(C)c(C)n2CC(O)Cn1nc(C)cc1C (stereo not given) | 88
COc1cc(C(=O)N2CCN(C(=O)C(Cc3cc(C)ccc3C)NC(C)=O)CC2)cc(OC)c1OC (stereo not given) | 113
CCOCCCNC(=O)NC12CC3CC(CC(C3)C1)C2 | 86
CCN1CCN(C(=O)CCN2C(=O)COc3ccc(C)cc32)CC1 | 92
CCn1c(CCNC(=O)c2cccs2)nnc1SCC(=O)c1ccc(OC)cc1 | 112
O=S(=O)(Cc1ccc(Cl)cc1)NCC1CCCO1 (stereo not given) | 91
c1ccc(-n2cnnc2SCc2cn3ccccc3n2)cc1 | 105
O=C(O)c1ccc(-n2nc(C(F)(F)F)c3c2-c2ccoc2CC3)cc1 | 97
CCCC(c1nnnn1C(C)(C)CC)N1CCN(C2CCCC2)CC1 (stereo not given) | 104
CCOC(=O)C1=C(c2ccccc2)Nc2nc(C)nn2C1c1cccc(OC)c1OC (stereo not given) | 93
CC(C)C[C@H](NC(=O)NCCc1ccc(Cl)cc1)C(=O)O | 108
Cc1c(Cl)cccc1NC(=O)CSc1nnc(CCNC(=O)OC(C)(C)C)o1 | 87
O=C(NCCSCc1ccco1)c1ccc(CN2CCOCC2)cc1 | 104
O=C(NCc1ccc(F)cc1)c1ccc(CS(=O)(=O)Cc2ccccc2F)o1 | 92
Cn1c(Cc2ccc3c(c2)OCO3)nnc1SCC(=O)N1CCc2ccccc2C1 | 64
N#Cc1c(NC(=O)Cn2c(=O)oc3ccccc32)oc(-c2ccccc2)c1-c1ccccc1 | 104
Cn1c(=O)c2c(ncn2Cc2ccc(Cl)c(Cl)c2)n(C)c1=O | 76
O=C(O)c1ccc2noc(-c3ccccc3)c2c1 | 115
O=S(=O)(NCc1ccco1)N1CCOCC1 | 80
Cc1cc(C(=O)Nc2c(F)cc(F)cc2Br)no1 | 107
CCC12CN3CC(CC)(CN(C1)C3c1c(O)ccc3ccccc13)C2=O (stereo not given) | 88
COCCN1Cc2cccc(C(=O)Nc3c(C)cccc3C)c2C1=O | 95
CCOc1cc(C)c(S(=O)(=O)N2CCCC2)cc1C | 91
COc1ccccc1NC(=O)CSc1nnc(Cn2cnc3ccccc32)n1C | 93
O=C(CN1CCC(n2nnc3cc(F)ccc32)CC1)N1CCc2ccccc2C1 | 72
CCOc1ccc(N=C(NC#N)SCC(=O)NC2CC2)cc1 | 124
CCn1c(=O)c2ccccc2n2c(SCC(=O)NCc3cccs3)nnc12 | 90
N#Cc1nc(-c2ccco2)oc1NCc1ccc(F)cc1 | 100
CC(C)C(c1nnnn1C1CCCC1)N1CCc2ccccc21 (stereo not given) | 81
N#Cc1cc2c(nc1SCC(=O)N1CCCCC1)CCCCC2 | 85
COc1ccccc1C(c1nnnn1C1CCCC1)N1CCN2CCCC2C1 (stereo not given) | 113
CC(=NCCCn1ccnc1)C1=C(O)c2ccccc2C1=O | 112
CC1(C)C(=O)OC(c2cc(Br)ccc2O)C(C)(C)C1=O (stereo not given) | 81
Cc1ccc(C)c(S(=O)(=O)C(C#N)c2nc3ccccc3nc2N2CCOCC2)c1 (stereo not given) | 72
Cc1ccc(NS(=O)(=O)c2cc(C(=O)N3CCOCC3)ccc2C)cc1C | 91
COc1ccc(CN(Cc2ccccn2)C(=O)CN2C(=O)COc3ccccc32)cc1 | 56
O=C(CC1(O)C(=O)Nc2ccc(Br)cc21)c1ccc2c(c1)OCO2 (stereo not given) | 99
Cc1ccc2c(c1)N(CCC(=O)NCc1cccnc1)C(=O)CO2 | 77
CCC(=O)N1CCN=C1SCc1ccc(Cl)cc1 | 50
c1cncc(-c2nn3cnnc3s2)c1 | 81
CCC(C)N=C1SCC(C)(/C=N/O)S1 (stereo not given) | 77
COc1ccc(C2CC(c3ccccc3)Nc3nc(NC(=O)c4cccs4)nn32)cc1 (stereo not given) | 102
CCN(CC)S(=O)(=O)c1ccc(C(=O)NC2=C(C(=O)OC)SCC2)cc1 | 74
Cc1ccc(S(=O)(=O)NC(=O)NN2CCCCCC2)cc1 | 98
CCc1nc2c(c(=O)[nH]1)C1(CCCC1)Cc1ccccc1-2 | 83
CN1CC=C2C(C#N)=C(N)C(C#N)(C#N)[C@H](c3cccc(Cl)c3)C2C1 (stereo not given in full) | 76
COc1ccc(-c2noc(-c3ccccc3C(=O)Nc3cccc(OC)c3)n2)cc1 | 80
Cc1ccc(SCc2nc(-c3ccncc3)no2)cc1 | 102
Cc1ccc(S(=O)(=O)N2c3ccc(S(N)(=O)=O)cc3CC2C)cc1 (stereo not given) | 97
Cc1occc1C(=O)Nc1ccc2c(c1)CCC2 | 105
Cc1cc(C)n2nc(Cc3ccccc3)nc2n1 | 90
Cc1ccc(C)c(Cn2c(C(C)O)nc3ccccc32)c1 (stereo not given) | 86
COc1ccc(Cc2nnn(CC(=O)O)n2)cc1 | 71
COc1ccc(CN(Cc2ccncc2)C(=O)CCC(=O)O)cc1 | 77
O=C1CCCN1CN(C(=O)c1ccc2c(c1)OCO2)c1ccc(F)cc1 | 94
CCSc1nnc(NC(=O)C(CC)(C(F)(F)F)C(F)(F)F)s1 | 90
CCOCCCNC(=O)C1c2ccccc2C(=O)N2CCc3ccccc3C12 (stereo not given) | 79
CCOC(=O)C1=C2N(C)c3ccccc3N2CCC1=O | 85
COc1c(S(=O)(=O)N2CCCC2)ccc(Cl)c1Cl | 80
(further entries)
SMILES | SK-BR-3 tox 24h
CCc1nc(N)c(C#N)c(-c2cccn2C)c1C | 98
Cc1c(C(=O)NCCCN2CCCC2=O)oc2ccc(S(=O)(=O)N3CCOCC3)cc12 | 108
Cc1ccc2nsnc2c1S(=O)(=O)N1CCCC1 | 82
c1ccc(CCn2nnnc2CN2CCc3ccccc32)cc1 | 76
CCCCN(Cc1cc2cc(OC)ccc2[nH]c1=O)C(=O)c1ccccn1 | 91
COc1cccc(OCC(=O)NC2CCCCC2)c1 | 86
O=C(CSc1n[nH]c(-c2ccc(S(=O)(=O)N3CCCCC3)cc2)n1)Nc1nccs1 | 118
CCOCC(=O)Nc1cc(OC)c(Cl)cc1OC | 88
COc1ccc(NC2CC(=O)N(c3cccc(C)c3)C2=O)cc1 (stereo not given) | 94
CCOC(=O)Cn1nnnc1CN(Cc1ccc(OC)cc1)Cc1cc2cc(CC)ccc2[nH]c1=O | 95
O=C1C(=O)N(CCN2CCOCC2)C(c2ccccn2)/C1=C(/O)c1ccccc1 (stereo not given) | 94
COc1ccc(OC)c(C2C(C(C)=O)=C(O)C(=O)N2CCC(=O)O)c1 (stereo not given) | 101

Exported in CSV form: 3 of the compounds above.
SMILES,SK-BR-3 tox 24h
COc1cccc(OCC(=O)NC2CCCCC2)c1,86
O=C(CSc1n[nH]c(-c2ccc(S(=O)(=O)N3CCCCC3)cc2)n1)Nc1nccs1,118
CCOCC(=O)Nc1cc(OC)c(Cl)cc1OC,88

Later entries:
SMILES | SK-BR-3 tox 24h
CCn1c2ccccc2c2nnc(SCN3C(=O)c4ccccc4C3=O)nc21 | 99
O=S(=O)(c1cccc(-n2cnnn2)c1)N1CCOCC1 | 94
COCCn1nnnc1C(c1ccc(OC)c(OC)c1)N1CCc2ccccc21 (stereo not given) | 100
COc1ccc(OC)c(N(CC(=O)NCc2ccccn2)S(C)(=O)=O)c1 | 95
O=C(CCSc1ccccc1)NCC1CCCO1 (stereo not given) | 83
O=C(Nc1cccc(C(=O)N2CCOCC2)c1)c1cncc(Br)c1 | 105
O=C(COC(=O)Cc1cccc(C(F)(F)F)c1)NCC1CCCO1 (stereo not given) | 88
Cc1cccc(CNC(=O)c2ccccc2N)c1 | 92
Cc1ccc(C)n1-n1c(C)nc2sc(-c3ccccc3)cc2c1=O | 78
C=CCOc1ccccc1CNn1nnnc1N | 91
CC1(C)Cc2c(c(N3CCCCC3)[nH]c(=S)c2C#N)CS1 | 114
O=S(=O)(c1ccccc1)N1CCN(C2CCN(Cc3ccccc3)CC2)CC1 | 92
O=C(OCc1ccco1)c1ccc(S(=O)(=O)N2CCCCC2)cc1 | 98
O=C(OC(C(=O)NCc1ccc2c(c1)OCO2)c1ccc(Cl)cc1)c1ccco1 (stereo not given) | 123
Cc1sc2nc(CN(CCc3ccccc3)C(=O)c3ccco3)[nH]c(=O)c2c1C | 142
CO[C@@]1(NC(=O)Cc2cccs2)C(=O)N2C(C(=O)O)=C(COC(N)=O)CS[C@@H]21 | 93
Nc1nonc1N1CCCCC1 | 92
COC(=O)[C@@H](NC(=O)N(C1CCCCC1)C1CCCCC1)C(C)C | 80
O=C(O)CSc1ccccn1 | 104
CN(C)c1ccc(-c2nn3c(-c4ccc(Cl)cc4Cl)nnc3s2)cc1 | 93
Cc1ccc(C(=O)NCCCn2ccnc2)o1 | 84
CCOc1ccc(-c2noc(-c3cccnc3)n2)cc1OC | 86
CCC(=O)c1ccc(OCCN2CCOCC2)cc1 | 93
Cc1cccc(N2CCCn3c2nc2c3c(=O)n(CCN3CCOCC3)c(=O)n2C)c1 | 88
CCn1c(N)c(C(=O)NCc2ccco2)sc1=S | 83
CC1=C(C(=O)Nc2ccccn2)C(c2ccc(N(C)C)cc2)n2ncnc2N1 (stereo not given) | 71
CC(C)C(=O)Nc1nnc(SCC(=O)NC2CC2)s1 | 93
CCCCN(C)S(=O)(=O)c1cc(Br)cc2c1N(C(=O)C1CC1)CC2 | 103
CC1CCCCC1NC(=O)C1CCN(C(=O)NC2CCCCC2)CC1 (stereo not given) | 93
CSc1nc2ccccc2c(=O)n1N | 108
O=C(CN1C(=O)COc2ccccc21)N(CCCN1CCOCC1)CC1CC=CCC1 (stereo not given) | 81
Cc1ccc(S(=O)(=O)Nc2cc(C(=O)N3CCOCC3)ccc2N2CCCCC2)cc1 | 79
COc1nc(N(C)C)nc(-n2nnc(C(C)=O)c2C)n1 | 86
COC(=O)c1ccccc1NC(=O)CN(C)S(=O)(=O)c1ccc(OC)c(C)c1 | 81
C#CCNc1nc(C(C)C)nc2c1nnn2Cc1ccccc1F | 94
Cc1cc(C(=O)CSc2nnc(C3COc4ccccc4O3)n2C)c(C)n1-c1ccc(F)cc1 (stereo not given) | 87
COc1ccc(OCCCC(=O)Nc2nncs2)cc1 | 118

Four entries out of the list, ordered by formula weight, ascending.
SMILES | SK-BR-3 tox 24h
CCn1c(N)c(C(=O)NCc2ccco2)sc1=S | 83
CC(C)C(=O)Nc1nnc(SCC(=O)NC2CC2)s1 | 93
C#CCNc1nc(C(C)C)nc2c1nnn2Cc1ccccc1F | 94
Cc1ccc(S(=O)(=O)Nc2cc(C(=O)N3CCOCC3)ccc2N2CCCCC2)cc1 | 79

The list is partial (hit frequency here may not be typical).
